TMEM16A inh – mouse TMEM16A channel inhibition, primary screen. Q8BHY3. HEK293 TMEM16A/YFP iodide influx fluorescence, ionomycin. 310,000 compounds, 1.2% hits. normalized B-score (activity score, 25-100; higher = stronger inhibition) at 10 µM. AID 588511;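 active = ratio plate-corrected score three or more library SD toward inhibition, starting fluorescence score within five deviations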;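 note: score derived from kinetic fluorescence span divided by baseline fluorescence per well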
Target sequence (Q8BHY3 whole entry, looked up): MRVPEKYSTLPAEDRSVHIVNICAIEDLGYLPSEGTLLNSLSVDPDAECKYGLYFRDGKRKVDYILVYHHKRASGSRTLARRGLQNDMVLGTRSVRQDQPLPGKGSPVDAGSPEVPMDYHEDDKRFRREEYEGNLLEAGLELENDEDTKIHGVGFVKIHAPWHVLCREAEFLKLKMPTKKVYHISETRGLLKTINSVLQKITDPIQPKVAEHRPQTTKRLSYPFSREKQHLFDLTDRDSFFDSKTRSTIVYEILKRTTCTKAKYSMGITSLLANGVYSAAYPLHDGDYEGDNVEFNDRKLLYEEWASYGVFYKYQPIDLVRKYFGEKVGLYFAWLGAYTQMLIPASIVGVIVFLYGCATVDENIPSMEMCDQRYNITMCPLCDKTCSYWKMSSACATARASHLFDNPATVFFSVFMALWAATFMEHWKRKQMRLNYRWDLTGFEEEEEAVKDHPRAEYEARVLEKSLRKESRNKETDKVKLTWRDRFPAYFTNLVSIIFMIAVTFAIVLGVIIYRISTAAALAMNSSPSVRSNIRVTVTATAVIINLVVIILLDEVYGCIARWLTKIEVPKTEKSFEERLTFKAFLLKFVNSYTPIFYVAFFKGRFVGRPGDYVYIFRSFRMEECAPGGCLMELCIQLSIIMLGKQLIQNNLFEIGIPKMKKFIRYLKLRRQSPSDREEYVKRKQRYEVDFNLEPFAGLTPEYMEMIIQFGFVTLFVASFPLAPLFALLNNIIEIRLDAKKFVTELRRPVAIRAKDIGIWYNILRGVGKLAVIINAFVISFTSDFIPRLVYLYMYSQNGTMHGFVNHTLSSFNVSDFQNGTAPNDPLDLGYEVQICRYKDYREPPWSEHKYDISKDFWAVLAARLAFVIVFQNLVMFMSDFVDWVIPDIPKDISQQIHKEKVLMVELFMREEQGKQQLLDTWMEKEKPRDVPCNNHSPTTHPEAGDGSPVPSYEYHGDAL
RGS4 pot – potentiators or activators of RGS4; 310,000 compounds, 0.92% hits; B-score at 10 µM; HEK293 M3R/inducible RGS4, carbachol calcium flux Fluo4; stronger effect = lower value; AID 463111;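 active = B-score of the integrated calcium signal more than 4 SD below the library mean, with starting fluorescence not abnormally high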;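 note: negative B-score means reduced calcium response which marks RGS4 activation or potentiation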
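System – HEK293 FlpIn-TREx cells, stable M3R, doxycycline-inducible RGS4 · Reagent – ECmax carbachol challenge · Times – compound preincubation 20 min at room temperature before agonist · Technique – Fluo4 fluorescence kinetic imaging of calcium · Measure – B score of integrated Fluo4 ratio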
TMEM16A act – activators or potentiators of mouse TMEM16A chloride channel | Q8BHY3 | HEK293 TMEM16A/YFP-H148Q/I152L, iodide quench fluorescence; stronger effect = lower value | B-score at 10 µM | 340,000 compounds, 0.3% hits;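 active = fluorescence-ratio B-score plate-corrected deviation score at least 3 library SD below zero, with starting fluorescence score within 5 deviations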;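 note: channel opened by trigger with iodide after compound preincubation; score built on the fluorescence ratio of max minus min over baseline; more negative score means more quench and so TMEM16A activation or potentiation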
hERG protect – compounds protecting human hERG from proarrhythmic drug block. Q12809. CHO-hERG, FluxOR thallium flux, dofetilide IC70 present. activation (rescue from dofetilide block), less the hit threshold, % at 10 µM. 310,000 compounds, 0.51% hits. AID 1511;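 active = activation above the mean of controls blocked by dofetilide plus 5 SD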;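 note: thallium influx through hERG after potassium depolarization seen as dye fluorescence rise; in these data hits start at about 4.7%; inactives centre near -7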
KCNK9 inh – inhibitors of human KCNK9 two-pore domain potassium channel; Q9NPC2; HEK293 KCNK9, FluxOR thallium flux fluorescence; stronger effect = lower value; B-score at 10 µM; 310,000 compounds, 1.2% hits; AID 488922;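 active = ratio B-score over 3 SD below the library mean, with starting fluorescence within 5 SD of its mean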;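 note: negative B-score means less thallium flux so channel inhibition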
KCNK3 block – human KCNK3 channel inhibition, primary screen; O14649; CHO-KCNK3 thallium flux, FluxOR fluorescence; stronger effect = lower value; B-score at 10 µM; 340,000 compounds, 0.84% hits; AID 602410;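 active = B-score under library mean minus 4 SD, starting fluorescence ratio at most library mean plus 5 SD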;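 note: more negative B-score means stronger inhibition of thallium flux through KCNK3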
KCNQ1 act – potentiators or activators of human KCNQ1 potassium channel; P51787; CHO-K1 KCNQ1, thallium flux FluxOR fluorescence; stronger effect = higher value; B-score at 10 µM; 310,000 compounds, 0.35% hits;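 active = fluorescence ratio B-score, a plate-corrected score, at least three library SD, with initial intensity B-score within 5 SD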
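Schedule – 37 °C overnight plating, 90-min dark dye load, 20-min compound pretreatment · System – stable KCNQ1 CHO-K1 line · Probe or stimulus – thallium- and potassium-containing depolarizing buffer · Measured by – kinetic FluxOR fluorescence, 10 s baseline plus 110 s post-stimulus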
MrgX1 ag – activates human MrgX1 receptor signaling; MrgX1-HEK293 cells, Fluo-4 calcium fluorescence, agonist mode; stronger effect = higher value; 310,000 compounds, 0.44% hits; B-score at 10 µM; AID 588627; Q96LB2;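 active = calcium response B-score plate-corrected fluorescence ratio at least 3 library SD, with starting fluorescence B-score inside 5 SD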
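Material – MrgX1-expressing HEK293 cells · Input – 15,000 cells seeded per well · Dosing – compound as first of three additions · Times – overnight seeding, then 1 h dark dye loading · Measured by – kinetic Fluo-4 NW fluorescence of intracellular calcium · Read-out – B-scored fluorescence response ratio · Benchmarks – positive and negative control wells on each plate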
KCNQ1 block – blocks the human KCNQ1 potassium channel; P51787; CHO-K1 KCNQ1, FluxOR thallium flux fluorescence; stronger effect = higher value; B-score at 10 µM; 310,000 compounds, 1.3% hits;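 active = compounds whose thallium flux B-score, printed positive for inhibition, exceeds three library SD while starting fluorescence stays within three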;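 note: channel opened by potassium depolarization with thallium stimulus after 20 min compound exposure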
MrgX1 allo act – human MrgX1 positive allosteric modulation, primary screen. Q96LB2. MrgX1-HEK293, Fluo-4 calcium flux, FDSS; stronger effect = higher value. B-score at 10 µM. 310,000 compounds, 0.63% hits. AID 588675;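 active = plate-corrected calcium response at least 3 library SD above typical, normal starting fluorescence, not activating the receptor alone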;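 note: compound read alongside a low EC10 to EC30 dose of BAM8-22 agonist; peak minus trough fluorescence over baseline measured at the second addition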
RGS4 block – human RGS4 inhibition. P49798. HEK293 M3R/RGS4 inducible, Fluo-4 calcium flux; stronger effect = higher value; triggered by carbachol at its EC20. B-score at 10 µM. 310,000 compounds, 0.45% hits. AID 463165;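 active = B-score, a plate-corrected calcium signal, over three deviations above library mean, with baseline fluorescence within five deviations of library mean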;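 note: RGS4 expression induced by doxycycline in cells with stable M3 receptor; B-score is computed from the integrated fluorescence ratio over baseline after carbachol; higher B-score means a larger calcium signal and so more RGS4 inhibition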
Starred values were filed as active, the others as inactive; i = inactive; · = no result given.

Each structure is followed by: TMEM16A inh, RGS4 pot, TMEM16A act, hERG protect, KCNK9 inh, KCNK3 block, KCNQ1 act, MrgX1 ag, KCNQ1 block, MrgX1 allo act, RGS4 block
- CCCCSc1nnc2nc(C)cc(C)n12
 : i, i, i, -19, i, i, i, i, i, i, i
- COC(=O)c1sc(S(=O)(=O)Nc2ccc(C)c(C)c2)c(C(=O)OC)c1C
 : i, i, i, -9, i, i, i, i, i, i, i
- COc1cc(OC)cc(C(=O)Nc2nc(CC(=O)NCCc3ccccc3)cs2)c1
 : i, i, i, -23, i, i, i, i, 15*, i, i
- CC1(OC(=O)CCc2ccccc2)C(=O)C=C2C=C(c3ccc(C#N)cc3)N(CCc3c[nH]c4ccccc34)C=C2C1=O (centres undefined)
 : i, i, i, -9, i, i, i, i, i, i, i
- CSc1nnc(NC(=O)c2ccco2)s1
 : i, i, i, -4, i, i, i, i, i, i, i
- COc1ccc(CC(=O)Oc2cc(C)[nH]c(=O)c2[N+](=O)[O-])cc1
 : i, ·, i, ·, ·, i, ·, i, ·, i, ·
- COc1cccc2cc(C(N)=O)oc12
 : i, i, i, -1, i, i, i, i, i, i, i
- COc1ccc(N2CCN(S(=O)(=O)c3cccc(C(F)(F)F)c3)CC2)cc1
 : i, i, i, -10, i, i, i, i, i, i, i
- Cc1cc(N)c2cc(NC(=O)/C=C/c3ccccc3Cl)ccc2n1
 : i, i, i, -20, i, i, i, i, i, i, i
- CCOc1ccc(C2CC(=O)NC3=C2C(=O)CCC3)cc1Cl (centres undefined)
 : i, i, i, -9, i, i, i, i, i, i, i
- Cc1ccc(S(=O)(=O)NCC2CCC(C(=O)NCCCN3CCCC3=O)CC2)cc1 (centres undefined)
 : i, i, i, -8, i, i, i, i, i, i, i
- CCOc1ccc(C(=O)NC(C)CCc2ccccc2)cc1 (centres undefined)
 : i, i, i, -5, i, i, i, i, i, i, i
- CC(=O)Nc1ccccc1OCc1cnc(Cl)s1
 : i, i, i, -20, i, i, i, i, i, i, i
- C[C@H](C(=O)CC(=O)OC(C)(C)C)[C@H](O)c1ccccc1
 : i, i, i, -5, i, i, i, i, i, i, i
- O=C(/C=C/c1ccc([N+](=O)[O-])cc1)N(c1ccccn1)C1CCCCC1
 : i, i, i, -21, i, i, i, i, i, i, i
- O=C(CN1CCN(c2nc(-c3ccccc3)cs2)CC1)NCc1ccc2c(c1)OCO2
 : i, i, i, -16, i, i, i, i, i, i, i
- COc1cc2c(cc1OC)C(c1ccc(O)cc1)NCC2 (centres undefined)
 : i, i, i, -5, i, i, i, i, i, i, i
- Cc1cccc(N(CC(=O)NC(C)(C)C)C(=O)CNC(=O)c2cccs2)c1
 : i, i, i, -6, i, i, i, i, i, i, i
- CCOc1ccc(C(=O)CCC(=O)Nc2ncccc2O)cc1
 : i, i, i, -13, i, i, i, i, i, i, i
- CCc1ccc(CNCCSc2nnnn2C)cc1
 : i, i, i, -4, i, i, i, i, i, i, i
- O=C(NCCc1cccs1)C1CC(c2ccccc2F)=NO1 (centres undefined)
 : i, i, i, 1, i, i, i, i, i, i, i
- COCCNC(=O)C(c1ccccc1F)N(C(=O)C(=O)NC1CCCC1)C1CCCCC1 (centres undefined)
 : i, i, i, -18, i, i, i, i, i, i, i
- COCCCNC(=O)CCCn1c(=O)[nH]c2ccccc2c1=O
 : i, i, i, -9, i, i, i, i, i, i, i
- COC(=O)c1ccc2c(=O)n(CC3CCCO3)c(SCC(=O)Nc3ccccc3Cl)nc2c1 (centres undefined)
 : i, i, i, -5, i, i, i, i, i, i, i
- CC1CCc2sc(C(=O)NNC(=S)NC3CC3)cc2C1 (centres undefined)
 : i, i, i, -5, i, i, i, i, i, i, i
- Cc1ccc(NC(=O)Nc2nc(-c3ccc(C)s3)cs2)cc1
 : i, i, i, -3, i, i, i, i, i, i, i
- O=C(CN1C(=O)NC2(CCCC2)C1=O)Nc1cccc(C(F)(F)F)c1
 : i, i, i, -5, i, i, i, i, i, i, i
- CCOC(=O)c1sc(NC(=O)CSc2nc(C)cc(-c3ccccc3)n2)c(C#N)c1C
 : i, i, i, -4, i, i, i, i, i, i, i
- Cc1cc(C(=O)NCc2ccccc2)c(=O)[nH]c1C
 : i, i, i, -15, i, i, i, i, i, i, i
- CC1CCN(c2c(NCC3CCC(C(=O)N4CCc5ccccc5C4)CC3)c(=O)c2=O)CC1 (centres undefined)
 : i, i, i, -7, i, i, i, i, i, i, i
- COC(=O)C1=C(C)N(CCC2=CCCCC2)C(=O)C1
 : i, i, i, -3, i, i, i, i, i, i, i
- CCc1n[nH]c(=S)n1/N=C/c1cc(Br)c(OC)cc1OC
 : i, i, i, -7, i, i, i, i, i, i, i
- CCOc1ccc(S(=O)(=O)NCCSCc2ccco2)cc1
 : i, i, i, -12, i, i, i, i, i, i, i
- CN(CC(=O)Nc1ccccc1Cl)C(=O)c1ccc(-c2cccc(C(F)(F)F)c2)o1
 : i, i, i, -13, i, i, i, i, i, i, i
- CCC(CC)C(=O)NCCc1cc2cc(C)c(C)cc2[nH]c1=O
 : i, i, i, -6, i, i, i, i, i, i, i
- O=C(Cn1c(SCC(=O)NC2CCCC2)nnc1-c1ccncc1)Nc1ccc2c(c1)OCO2
 : i, i, i, -10, i, i, i, i, i, i, i
- CCOC(=O)c1sc(=S)n(-c2cc(F)ccc2F)c1N
 : i, i, i, -13, i, i, i, i, i, i, i
- O=C(Nc1cccc(C(F)(F)F)c1)c1ccc2nc(-c3ccco3)c(-c3ccco3)nc2c1
 : i, i, i, -27, i, i, i, i, i, i, i
- CCc1nonc1NC(=O)c1oc2ccc(Br)cc2c1C
 : i, i, i, -3, i, i, i, i, i, i, i
- COCCNC(=S)N/N=C(\C)c1cc2ccccc2o1
 : i, i, i, 2, i, i, i, i, i, i, i
- C[C@H](NS(=O)(=O)c1ccccc1)C(=O)OCC(=O)NC(=O)Nc1ccc2c(c1)OCCO2
 : i, i, i, -9, i, i, i, i, i, i, i
- COc1ccc(NC(=O)C2CC(=O)N/C(=N/N=C/c3ccco3)S2)cc1 (centres undefined)
 : i, i, i, -9, i, i, i, i, i, i, i
- COc1ccc2c(c1)c(=O)oc1cc(OCC(=O)NCC3CCC(C(=O)O)CC3)ccc12 (centres undefined)
 : i, i, i, -9, i, i, i, i, i, i, i
- O=C(COC(=O)c1ccc(CO)cc1)Nc1ccc(OC(F)F)cc1
 : i, i, i, -6, i, i, i, i, i, i, i
- CCOC(=O)c1[nH]c(C)c(C(=O)C(C)C)c1C
 : i, i, i, -10, i, i, i, i, i, i, i
- COc1cccc(NC(=O)CCC(=O)Nc2cc(OC)c(NC(=O)c3cccs3)cc2OC)c1
 : ·, i, i, -12, i, i, i, ·, i, ·, i
- O=[N+]([O-])c1cc(Cl)ccc1N1CCOCC1
 : i, i, i, -6, i, i, i, i, i, i, i
- COc1cc(OC)cc(-c2nc(=S)n3ccsc3n2)c1
 : i, i, i, -8, i, i, i, i, i, i, i
- Cc1ccc2oc(=O)c3cc(C(=O)NCCCN4CCc5ccccc5C4)sc3c2c1
 : i, -7.7*, i, -13, i, i, i, i, i, i, i
- S=c1[nH]nc(-c2ccc(Br)cc2)n1-c1ccc(Br)cc1
 : i, i, i, -7, i, -11*, i, i, i, i, i
- CC[C@H](C)C(N)c1cn([C@@H](CC(N)=O)C(=O)N2CCNCC2)nn1 (some centres undefined)
 : i, ·, i, ·, ·, i, ·, i, ·, i, ·
- CCOCCCNC(=O)c1cc(-c2ccc(Br)s2)nc2ccccc12
 : i, i, i, -3, i, i, i, i, i, i, i
- O=C(NNC(=S)Nc1ccc(F)cc1)c1cccc([N+](=O)[O-])c1
 : i, i, i, -13, i, i, i, i, i, i, i
- O=[N+]([O-])c1ccc(-n2ccnc2)cc1
 : i, i, i, -7, i, i, i, i, i, i, i
- COc1ccc(N2C(=O)C3C(C2=O)C2C=CC3C23CC3)c([N+](=O)[O-])c1 (centres undefined)
 : i, i, i, -5, i, i, i, i, i, i, i
- COc1ccc(OC(C)C(=O)NC2CCCCCC2)cc1 (centres undefined)
 : i, i, i, -5, i, i, i, i, i, i, i
- COC(=O)c1cc(=O)nc2sc(-c3ccccc3)nn12
 : i, i, i, -12, i, i, i, i, i, i, i
- Cc1ccc(C)c(N/N=C2\CCCNC2=O)c1
 : i, i, i, -7, i, i, i, i, i, i, i
- COc1cccc(N2CCN(C(=O)CN(c3cc(C)cc(C)c3)S(=O)(=O)c3c(C)noc3C)CC2)c1
 : i, i, i, -5, i, i, i, i, i, i, i
- O=C(Nc1ccc(S(=O)(=O)Nc2ncccn2)cc1)c1nn(Cc2ccccc2)c(=O)c2ccccc12
 : i, i, i, -7, i, i, i, i, i, i, i

(next part)
Each structure is followed by: TMEM16A inh, RGS4 pot, TMEM16A act, hERG protect, KCNK9 inh, KCNK3 block, KCNQ1 act, MrgX1 ag, KCNQ1 block, MrgX1 allo act, RGS4 block
- COc1ccc(-c2nc(CN3CCN(c4ncccn4)CC3)c(C)o2)cc1C
 : i, i, i, -6, i, i, i, i, i, i, i
- COc1ccc(C(=O)N2CCN(S(=O)(=O)c3ccc(Cl)cc3)CC2)cc1OC
 : i, i, i, -9, i, i, i, i, i, i, i
- C/C(=N/O)c1no[n+]([O-])c1/C(C)=N\O
 : i, i, i, 1, i, i, i, i, i, i, i
- COc1cccc(-c2cc(C(=O)Nc3ccc([N+](=O)[O-])cn3)c3ccccc3n2)c1
 : i, i, i, -19, -7.8*, i, i, i, i, i, i
- Cc1ccc2cccc(OCC(=O)c3cc(C)n(Cc4ccco4)c3C)c2n1
 : i, i, ·, -19, i, ·, i, i, i, i, i
- CN(C)c1ccc(C(=S)N2CCN(S(=O)(=O)c3ccccc3)CC2)cc1
 : i, i, i, -4, i, i, i, i, i, i, i
- COc1ccc(O)c(/C=N/NC(=O)CCC(=O)Nc2cccc(C)c2)c1
 : i, i, i, -13, i, i, i, i, i, i, i
- CC1(C2(O)CC(c3ccccc3)ON2)CCCCC1 (centres undefined)
 : i, i, ·, -8, i, ·, i, i, i, i, i

Assay outcomes from PubChem.
